# Compound activity deposited in PubChem BioAssay by National Center for Advancing Translational Sciences (NCATS).
# TSHR antagonist: antagonists of human thyroid stimulating hormone receptor; TSHR-expressing cells, TSH-stimulated cAMP HTRF, 2 h; hits give low values; activity change, negative = inhibition, % at 11.5 µM; actives 0.2% (n = 330,000); AID 504810;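 active = activity change below a set negative limit, meaning inhibition stronger than a set level, cut at about -70% in these data; inconclusive = activity change between two set negative limits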; note: % is set by controls: 0 for no effect and ±100 for the full control effect
#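 Inhibition of cAMP made by TSHR-expressing cells under TSH stimulation (4nM final, EC80; 2 h, 37 deg C) is quantified with a one-step lysis HTRF kit, anti-cAMP cryptate versus cAMP-d2.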
# Tb PFK block: blocks T. brucei phosphofructokinase; O15648; T. brucei PFK, ADP-Glo luminescence; Potency, µM (doses to about 57.5 µM), without a hit: top-dose activity, negative = inhibition, usual class: inhibitors; actives 0.17% (n = 330,000); AID 485367;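 note: potency is the fitted concentration of half-maximal effect; 0% = uninhibited 1x PFK enzyme wells and -100% = no-enzyme wells; nearly all actives have a fitted effect of over 60% in size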
# Target sequence (O15648 whole entry, looked up): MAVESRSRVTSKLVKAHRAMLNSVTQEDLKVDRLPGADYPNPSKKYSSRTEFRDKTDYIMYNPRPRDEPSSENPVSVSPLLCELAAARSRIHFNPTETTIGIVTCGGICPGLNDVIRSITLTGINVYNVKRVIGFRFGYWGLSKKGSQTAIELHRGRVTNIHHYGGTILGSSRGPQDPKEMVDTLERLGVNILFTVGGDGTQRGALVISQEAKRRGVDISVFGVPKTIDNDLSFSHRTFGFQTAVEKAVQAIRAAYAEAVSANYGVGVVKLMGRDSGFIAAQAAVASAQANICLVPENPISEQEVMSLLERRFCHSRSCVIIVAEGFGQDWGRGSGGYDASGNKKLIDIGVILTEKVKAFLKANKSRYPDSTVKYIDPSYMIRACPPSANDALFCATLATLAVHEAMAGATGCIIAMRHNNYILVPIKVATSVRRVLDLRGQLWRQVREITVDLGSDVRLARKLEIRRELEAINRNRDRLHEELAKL
#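 1.25 nM PFK with 0.5 mM F6P and 0.1 mM ATP in 0.1 M TEA pH 8.0, 5 mM MgCl2, incubated 45 min at room temperature; ADP measured by ADP-Glo luminescence; compounds titrated up to 57 uM.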
# BCR signal inh: chronic active BCR signaling inhibition; AID 493014; Potency, µM (top dose mostly 46.1 µM), without a hit: at the top dose ratio change, negative = lower green/red ratio, usual class: inhibitors; actives 0.05% (n = 340,000); ABC-DLBCL IkBa-CBG/CBR reporter, luminescence ratio, 4 h; active = well fitted inhibition curve with a large enough effect in the signal ratio, with a control signal flat, not every such curve was filed as active; inconclusive = small, poorly fitted or top-dose-only effect, or effect the other way, or a change in a side signal; the % refers to the signal ratio;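 note: potency is the fitted concentration of half-maximal effect; plate controls were basal doxycycline-induced cells for no effect and cells given 10 µM MG132 for full effect; MG132 reads +100%, hits lower the ratio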
#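 TMD8 human ABC-DLBCL cells with doxycycline-inducible IκBα–green luciferase fusion and unfused red luciferase, in 0.5% FBS medium; compounds up to 46 uM, 4 h at 37C. Green/red luminescence ratio, filter-overlap corrected, fitted to concentration-response curves.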
# ELG1 DNA repair: inhibitors of ELG1-dependent DNA repair in HEK293T cells | actives 2.3% (n = 330,000) | Potency, µM (highest dose often 46.1 µM), without a hit: at the highest dose activity change, negative = inhibition, most hits filed as inhibitors | AID 504467 | HEK293T ELG1-luciferase reporter, luminescence, 16 h; DNA damage induced by 5-fluorouridine; note: potency is the fitted concentration of half-maximal effect; % is set by controls: 0 for no effect and ±100 for the full control effect; nearly all actives have a fitted effect of over 55% in size
#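 DMSO vehicle served as the neutral condition. Each well held 2,000 cells given 5-fluorouridine plus compound; after 16 hr at 37 °C/5% CO2, ONE-Glo was added and luciferase measured 30 min later.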
# Eya2 inh: inhibitors of human Eya2 phosphatase activity. actives 0.006% (n = 330,000). O00167. Potency, µM (series often up to 76.9 µM), without a hit: at the highest dose activity, negative = inhibition, most hits filed as inhibitors. recombinant Eya2, OMFP fluorescence dephosphorylation (OMFP is methylfluorescein phosphate); note: potency is the fitted concentration of half-maximal effect; % is set by controls: 0 for no effect and ±100 for the full control effect
# Target sequence (O00167 whole entry, looked up): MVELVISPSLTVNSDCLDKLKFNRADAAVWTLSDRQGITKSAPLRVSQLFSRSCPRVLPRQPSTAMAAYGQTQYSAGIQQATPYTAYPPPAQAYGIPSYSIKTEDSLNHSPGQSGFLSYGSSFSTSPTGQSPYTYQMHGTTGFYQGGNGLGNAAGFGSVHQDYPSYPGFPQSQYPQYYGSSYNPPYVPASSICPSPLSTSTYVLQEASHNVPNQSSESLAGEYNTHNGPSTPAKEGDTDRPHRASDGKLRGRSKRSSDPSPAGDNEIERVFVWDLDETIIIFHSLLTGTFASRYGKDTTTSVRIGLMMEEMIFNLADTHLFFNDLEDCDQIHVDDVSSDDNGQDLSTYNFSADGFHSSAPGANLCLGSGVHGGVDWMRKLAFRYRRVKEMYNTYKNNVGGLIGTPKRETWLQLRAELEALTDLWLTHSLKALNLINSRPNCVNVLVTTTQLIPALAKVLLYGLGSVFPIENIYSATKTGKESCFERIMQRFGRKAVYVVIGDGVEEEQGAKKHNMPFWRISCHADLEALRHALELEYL
#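 Eya2 (0.2 uM) preincubated 10 min at ambient with compound, then OMFP substrate added at 50 uM; 10 min reaction in 50 mM HEPES pH 7.5, 50 mM NaCl, 5 uM MgCl2, 0.05% BSA, 1 mM DTT. Fluorescence read at Ex 485/Em 525 nm.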
# USP2a block: inhibitors of human ubiquitin-specific protease USP2a. Potency, µM (highest dose often 38.3 µM), for the others: top-dose activity change, negative = inhibition, actives largely listed as inhibitors. actives 0.01% (n = 330,000). AID 463254. USP2 core, Ub-CHOP2 coupled fluorogenic reporter, 485/531. O75604;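 note: potency is the fitted concentration of half-maximal effect; plate controls were DMSO wells for no effect and full inhibition by NEM control for full effect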
#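 USP2 core (10nM final) preincubated 30min RT with compound in 20mM Tris-HCl pH 8.0, 2mM CaCl2, 2mM beta-mercaptoethanol, 0.05% CHAPS; 25nM Ub-CHOP2 plus 25nM reporter substrate added, fluorescence (Ex485/Em531) read after 60min.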
# Mito fusion yeast: mitochondrial division inhibition or fusion activation; AID 485298; Potency, µM (doses to about 46.1 µM), inactives show top-dose growth rescue (activation), usual class: activators; S. cerevisiae fusion-defective mutant growth rescue, CellTiterGlo 48 h; actives 0.23% (n = 320,000);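 note: potency is the fitted concentration of half-maximal effect; % of control where 0% means no effect; nearly all actives have a fitted effect of over 45% in size; temperature-sensitive fusion mutants such as fzo1-1 at 37 °C on non-fermentable ethanol glycerol medium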
#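 Growth-rescue viability read-out: after 48 h at the non-permissive 37C in glycerol/ethanol YPEG, yeast mitochondrial fusion mutants are measured by CellTiterGlo luminescence; compounds (23 nl pinned per well) restoring growth score as division inhibitors or fusion activators.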
# B2AR arrestin: beta2AR (human) beta-arrestin recruitment activity | P07550 | AID 492947 | beta-arrestin recruitment to beta2AR, cell-based reporter | Potency, µM (highest dose often 46.1 µM), inactives show at the highest dose activation, most hits filed as activators | actives 0.02% (n = 330,000);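 note: potency is the fitted concentration of half-maximal effect; 0% = DMSO controls and full agonism = EC100 isoproterenol or metaproterenol; nearly all actives have a fitted effect of over 65% in size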
# TCR activator: activators of T cell receptors; 330,000 tested, under 10 active; Potency, µM (highest dose often 9.22 µM), without a hit: at the highest dose activation of IL-2 secretion, most hits filed as activators; primary human leukocytes, anti-CD3, IL-2 HTRF, 48 h; note: % of control where 0% means no effect
#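 Activity was scored as IL-2 release from primary human leukocytes given only a TCR signal (a-CD3 beads) plus compound for 48 hr. Detection used a two-antibody HTRF format read at 665nm.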
# TSG101-PTAP inh: blocks PTAP/TSG101 interaction to inhibit HIV-1 budding; Fluorescence polarization, FITC-PTAP peptide / Tsg101 binding; AID 493005; Potency, µM (series often up to 115 µM), without a hit: at the top dose activity change, negative = inhibition, most hits filed as inhibitors; 340,000 tested, under 10 active; active = well fitted inhibition curve with a large enough effect in the main read-out, with a control signal flat, not every such curve was filed as active; inconclusive = small, poorly fitted or top-dose-only effect, or effect the other way, or a change in a side signal; inactive = no such curve, though single readings can be large or run the other way; note: potency is the fitted concentration of half-maximal effect; % of control where 0% means no effect
#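 Compounds were pin-transferred onto Tsg101 binding domain (10 uM final) in HEPES pH 7.5 buffer, then FITC-PTAP peptide was added at 50 nM final. After 20 min at RT, polarization reported peptide displacement across a qHTS concentration series.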
# uPA surface inh: cell surface uPA generation inhibition. AID 540303. actives 0.31% (n = 330,000). cell surface uPA generation assay, qHTS. Potency, µM (series often up to 38.3 µM), for the others: at the top dose activity change, negative = inhibition, usual class: inhibitors; active = well fitted inhibition curve with a large enough effect; inconclusive = small, poorly fitted or top-dose-only effect; inactive = no such curve, though single readings can be large or run the other way; tested in mouse RAW 264.7 cells; note: potency is the fitted concentration of half-maximal effect; % is set by controls: 0 for no effect and ±100 for the full control effect; nearly all actives have a fitted effect of over 55% in size
# An asterisk follows results filed as active; ? = inconclusive; . = no result given; & = joins results of further samples; [ ] = another dose, or the depositor's remark. Unless noted, calls come from the whole dose curve; as a rule, active = well fitted curve in the direction sought with a large enough effect; inconclusive = small, poorly fitted or top-dose-only effect, or another doubt; inactive = no such curve, though single readings can be large; an effect the other way counts as inactive or inconclusive. Rows are unselected; 3% or so of the library scored in one or more.
SMILES,TSHR antagonist,Tb PFK block,BCR signal inh,ELG1 DNA repair,Eya2 inh,USP2a block,Mito fusion yeast,B2AR arrestin,TCR activator,TSG101-PTAP inh,uPA surface inh
CCOC(=O)Cn1c(-c2cccnc2Cl)nc2cc(Cl)c(Cl)cc21,-3,-1%,2%,0%,-9%,0%,2%,0.3%,-4%,0%,.
Nc1cccc(-c2nnc3n2CCCCC3)c1,15,-5%,?,14%,-25%,-1%,-6%,-0.1%,0%,0%,3%
Cc1ccc(S(=O)(=O)N/N=C/c2c(F)cccc2Cl)cc1,17,-4%,3%,-2%,5%,3%,-15%,0.3%,-2%[46.1 µM],1%,-7%
O=C(CN1C(=O)c2cccnc2Oc2ccc(Cl)cc21)NCCCc1ccccc1,-10,-5%,?,18µM*,-4%,-3%,?,0.3%,-2%,-3%,8%
CC(=O)Nc1ccc(S(=O)(=O)NCC2CCC(C(=O)NC(C)c3ccc4c(c3)OCCO4)CC2)cc1 (configuration not stated),15,-2%,?,-1%,-15%,1%,6%,-0.1%,.,.,.
Cc1ccc(C=Nc2ccccc2C(N)=O)o1,24,0%,3%,?,4%,1%,8%,-0.7%,0%[46.1 µM],-1%,-6%
Cc1ccc(-c2csc(NC(=O)c3ccc4c(=O)n5c(nc4c3)CCCCC5)n2)cc1,-46,0%,?,2.9µM*,-3%,2%,21%,-1.5%,4%[46.1 µM],0%,-1%
CC1(C)CC(=O)c2cn3nc(C(F)(F)F)nc3nc2C1,10,-3%,28%,4%,1%,5%,-2%,-0.5%,4%,-5%,0%
Cc1ccc(CSC2=CS(=O)(=O)c3ccccc3N2)cc1,-11,0%,-1%,-6%,?,3%,5%,0.3%,-9%,-7%,9%
COc1ccccc1CNC(=O)CN(C)S(=O)(=O)c1ccc2c(c1)n(C)c(=O)c(=O)n2C,-3,-2%,-2%,26%,-7%,1%,0%,0.1%,1%,-3%,1%
C=C(C)C(=O)OCC(=O)NCc1ccccc1,-5,1%,16%,-5%,-3%,5%,-4%,0.4%,1%,2%,-3%
CCn1c(=O)c(CCC(=O)N2CCOCC2)c(C)c2c(C)nn(-c3ccccc3)c21,-19,-2%,?,-29%,-15%,0%,?,0.3%,-4%,-3%,1%
COc1ccc(CNC(=O)C(C)OC(=O)c2cccc(N(C)C)c2)cc1 (configuration not stated),.,2%,1%,?,0%,4%,.,-0.1%,1%,-2%,19%
COc1ccccc1NC(=O)N1CCN(Cc2ccc3c(c2)OCO3)CC1,12,-2%,-20%,-2%,3%,1%,4%,-0.6%,1%,-5%,4%
Cc1cccc(NC(=O)CS(=O)(=O)c2c[nH]c3ccccc23)c1C,16,-13%,-8%,6%,7%,-1%,0%,-0.3%,-2%,-3%,4%
CC1CN(CCCCOc2ccc(C(C)C)cc2)CC(C)O1 (configuration not stated),6,-3%,6%,8%,10%,1%,19%,0.0%,0%,-9%,3%
N#CC1CCN(C(=O)c2ccc3c(Cl)c4c(nc3c2)CCCC4)CC1,6,0%,?,-9%,-3%,0%,8%,0.1%,0%,-2%,10%
COCCSc1ccccc1C(=O)N1CCC(Cc2ccccc2)CC1,9,-1%,-6%,23µM*,-12%,0%,-7%,-0.9%,-3%,10%,-18%
Cn1ncc2c(Nc3ccccc3Cl)nc(Nc3ccccc3Cl)nc21,17,8%,28%,.,-13%,-1%,-3%,0.2%,-1%,-1%,4%
O=C(N/N=C\C1CC=CCC1)c1ccc(Br)o1 (configuration not stated),39,-2%,?,0%,7%,1%,-1%,0.4%,-1%,-5%,5%
O=C(Nc1ccccc1O)c1ccc2c(c1)C(=O)N(Cc1ccco1)C2=O,-3,-7%,-4%,-2%,-10%,1%,0%,0.0%,0%,-1%,1%
CC(=O)N[C@@H](Cc1c[nH]c2ccccc12)C(=O)OCc1cc(C(F)(F)F)cc(C(F)(F)F)c1,4&15,-4%,-5%,0%,-6%&-11%,-5%,-35%&-5%[inhibitor],-0.1%,-9%,-6%,3%
O=C(O)C(c1ccccc1)N1C(=O)/C(=C\c2ccc(-c3ccc(Br)cc3)o2)SC1=S (configuration not stated),-21,4%,2%,-7%,?,3%,7%,-0.4%,-3%,?,-12%
NS(=O)(=O)c1ccc(NC(=O)C2Cc3ccccc3C(=O)O2)cc1 (configuration not stated),10,-2%,5%,-5%,18%,1%,2%,-1.5%,2%,-1%,5%
O=C(c1oc2ccccc2c1N1CCCCC1)N1CCCCC1,-9,3%,4%,4%,-37%,-1%,4%,0.5%,.,.,-6%
CN1CCN(C(=O)c2ccc(CNS(=O)(=O)c3cccc(Cl)c3)cc2)CC1,0,1%,3%,5%,0%,2%,-7%,0.3%,1%,-5%,5%
O=C(CCC(=O)Nc1nnc(C2CCCCC2)s1)Nc1ccccc1,4,1%,0%,21%,-16%,-5%,0%,0.1%,2%,-2%,1%
O=C(CSc1nnnn1C1CCCCC1)N1c2ccccc2Sc2ccccc21,6,-3%,?,-5%,-24%,-5%,-3%,-0.3%,-10%,1%,-2%
O=c1[nH]c2ccccc2nc1NCCN1CCOCC1,8,-4%,9%,1%,3%,1%,4%,0.0%,1%,-2%,-1%
CCOC(=O)CN1C(=O)C(O)(CC(=O)c2ccc3c(c2)CCCC3)c2ccccc21 (configuration not stated),-5,0%,-4%,-21%,0%,2%,4%,-0.4%,-2%[46.1 µM],-6%,-2%
CCCCCOC(=O)CSc1nnc(-c2ccccc2)c(=O)[nH]1,-3,-1%,?,?,25%,2%,3%,-0.4%,0%,-5%,-6%
CCCN1C(=O)C(Cc2nc3ccccc3c(=O)n2-c2ccccc2)c2cc(C)ccc21 (configuration not stated),5,12%,-2%,3%,8%,2%,28%,-1.7%,-1%,-2%,5%
COC(=O)Cn1c(CN2CCOCC2)nc2c1c(=O)[nH]c(=O)n2C,14,-12%,2%,6%,3%,0%,3%,-0.1%,-9%,-1%,-4%
CCOc1ccc(NC(=O)c2c3c(nc4ccccc24)CCC3)cc1,8,-1%,1%,-8%,-6%,4%,-6%,0.1%,4%,0%,-2%
S=C(Nc1ccccc1Cl)N1CCCCC1,1,-1%,-5%,2%,2%,4%,-3%,-0.7%,-3%[46.1 µM],-4%,1%
Cn1c(=O)c2c(ncn2CC(=O)NCc2cccnc2)n(C)c1=O,-4,1%,2%,14%,16%,0%,0%,0.2%,1%,0%,7%
O=C(CN1CCN(c2ccccc2)CC1)Nc1ccccc1Cl,-6,1%,-1%,-18%,-7%,0%,15%,-0.1%,-1%,3%,17%
CC(C)C(=O)Nc1c2c(nn1-c1ccc(F)cc1)CSC2,-2,2%,9%,25%,-6%,5%,-13%,-0.3%,-1%,-3%,0%
O=C(CN1CCN(c2ncccn2)CC1)N1CCc2ccccc21,-1,1%,?,?,-1%,6%,0%,-0.4%,1%[46.1 µM],-2%,-3%
O=C(COC(=O)/C=C/c1cccc(Br)c1)NC1CCCC1,1,1%,0%,9%,-2%,0%,.,-1.0%,-1%,0%,-3%
Cn1c(=O)[nH]c(=O)c2c1[nH]c(=S)n2Cc1ccc(Cl)cc1,-5,-16%,0%,7%,1%,4%,9%,0.2%,-2%,-9%,-9%
CC(=O)N1CCN(c2ccc([N+](=O)[O-])c(NCC3CCCO3)c2)CC1 (configuration not stated),1,-3%,-1%,8%,-9%,0%,-1%,0.3%,-3%,0%,-3%
O=C(c1ccc(F)cc1)N1CCCCC(Sc2nnnn2-c2ccccc2)C1=O (configuration not stated),6,0%,-8%,?,11%,-7%,22%,0.0%,2%,-1%,-2%
O=C(OCc1ccc([N+](=O)[O-])cc1)C1CC(=O)N(c2ccccc2)C1 (configuration not stated),7,0%,10%,5%,5%,-1%,1%,-0.1%,4%,-5%,6%
CCOC(=O)C1(Cc2ccccc2)CCCN(C(=O)C=C(C)C)C1 (configuration not stated),6,-5%,7%,?,-10%,0%,13%,-0.2%,-1%,-4%,0%
COc1ccc(Cc2nnc(NC(=O)Nc3ccc(F)cc3)s2)cc1,8,0%,0%,13%,5%,0%,4%,-0.1%,2%,0%,39%[activator]
